Bioassay records (PubChem)
F508del corr = F508del CFTR correction, initial screen, CFBE line, single point. 350,000 compounds, 0.36% hits. CFBE cells, YFP halide quenching; stimulated with forskolin plus potentiator P3; % fluorescence drop versus neutral controls. activity (quench increase), % at 7.58 µM;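 active = mean added fluorescence quench of at least 8% versus neutral control, with both replicates also reaching 8%; inconclusive = only one of the mean or replicate conditions met; inactive = mean below 8% and not both replicates reaching 8%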;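 also: cells transiently co-express mutant CFTR-F508del with the halide-sensitive YFP; corrector assay measuring rescue of mutant channel to the surface after 24 h compound exposure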
RAD52 inh = RAD52 DNA annealing inhibitors, primary screen, biochemical, FRET, single point, set 2; 360,000 compounds, 0.46% hits; recombinant RAD52 DNA annealing, FRET fluorescence; inhibition, % at 18.7 µM;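 active = every replicate showing at least 50% inhibition; inconclusive = mean inhibition at least 50% but not in every replicate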
ERAP1 inh = human ERAP1 aminopeptidase inhibitors, primary screen, biochemical, single point, plate reader; recombinant ERAP1, Leu-AMC fluorescence, 60 min; inhibition, % at 10.7 µM; 340,000 compounds, 0.15% hits; Endoplasmic reticulum aminopeptidase 1 (Homo sapiens), Q9NZ08;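 active = mean replicate inhibition of at least 30%, or all replicates individually reaching that 30% level; inactive = mean below 30% and not every replicate reaching it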;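 also: 0% = neutral control wells and 100% = L-leucinethiol positive control wells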
INS-1E GSIS act = GLuc luminescence reporter in INS-1E cells, primary screen for activators of glucose-dependent secretion of insulin | 370,000 compounds, 0.61% hits | INS-1E GLuc reporter insulin secretion, 2-3 h | activation, % at 16.6 µM;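 active = lowest replicate activation of at least 40%, so every replicate reaches that level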;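 also: 0% = median of neutral control wells and 100% = median of IBMX positive control wells; some compounds called inactive have numbers as strong as hits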
Xi reactivation = activators of inactive X chromosome reactivation, primary screen, imaging, XiGFP fibroblasts, GFP high-content imaging, set 2. 360,000 compounds, 0.055% hits. XiGFP mouse fibroblasts, % GFP-positive cells imaging, 3 d; cells co-treated with 5-aza-dC sensitizer; scaled so ellipticine positive control = 100%. activation, % at 7.58 µM. AID 743238, 2013;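 active = mean normalized replicate activation at least 10% and every replicate at or above 10%; inconclusive = only one of the two criteria met; inactive = mean below 10% and not all replicates reach 10%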;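 also: 0% = median of on-plate neutral control wells and 100% = ellipticine 6 µM median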
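Assay system: SV40-immortalized XiGFP fibroblast cells, line 68-5-11; buffer or medium: DMEM plus 5-aza-dC sensitizer; compound: one concentration, pinned; timing: compounds 3 days, fix/stain 15 min at room temperature; benchmarks: positive control ellipticine, 6 µM final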
ARNT-TACC3 inh = disruptors of ARNT/TACC3 protein interaction, primary screen, biochemical, AlphaScreen, single concentration; Transforming acidic coiled-coil-containing protein 3 (Homo sapiens), Q9Y6A5; AlphaScreen His-ARNT PAS-B/GST-TACC3 binding, luminescence; TACC3 fragment carries E629A point mutation; inhibition, % at 9.99 µM; 390,000 compounds, 0.66% hits;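 active = mean inhibition of replicates at least 50% and at least half of replicates each reaching 50%; inconclusive = half or more replicates reach 50% but mean below 50%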;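 also: 0% = complete ARNT plus TACC3 wells and 100% = ARNT alone without TACC3; many hits fall short of the cut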
RAD54 inh = inhibitors of human RAD54 branch migration, primary screen, biochemical, fluorescence, single point; DNA repair and recombination protein RAD54-like (Homo sapiens), Q92698; RAD54 Holliday junction branch migration, FAM/BHQ fluorescence; inhibition, % at 10.4 µM; 360,000 compounds, 0.14% hits; AID 602329, 2012;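 active = mean normalized replicate activity at least 40 and at least half of replicates scoring 40 or more; inconclusive = only one of the two criteria met; inactive = mean below 40 and under half of replicates reaching 40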;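 also: 0% = median of neutral control wells and 100% = median of positive control wells; inhibitors cause a drop in the FAM fluorescence signal; in these data hits start at about 50%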
Target sequence (Q92698 whole entry, looked up): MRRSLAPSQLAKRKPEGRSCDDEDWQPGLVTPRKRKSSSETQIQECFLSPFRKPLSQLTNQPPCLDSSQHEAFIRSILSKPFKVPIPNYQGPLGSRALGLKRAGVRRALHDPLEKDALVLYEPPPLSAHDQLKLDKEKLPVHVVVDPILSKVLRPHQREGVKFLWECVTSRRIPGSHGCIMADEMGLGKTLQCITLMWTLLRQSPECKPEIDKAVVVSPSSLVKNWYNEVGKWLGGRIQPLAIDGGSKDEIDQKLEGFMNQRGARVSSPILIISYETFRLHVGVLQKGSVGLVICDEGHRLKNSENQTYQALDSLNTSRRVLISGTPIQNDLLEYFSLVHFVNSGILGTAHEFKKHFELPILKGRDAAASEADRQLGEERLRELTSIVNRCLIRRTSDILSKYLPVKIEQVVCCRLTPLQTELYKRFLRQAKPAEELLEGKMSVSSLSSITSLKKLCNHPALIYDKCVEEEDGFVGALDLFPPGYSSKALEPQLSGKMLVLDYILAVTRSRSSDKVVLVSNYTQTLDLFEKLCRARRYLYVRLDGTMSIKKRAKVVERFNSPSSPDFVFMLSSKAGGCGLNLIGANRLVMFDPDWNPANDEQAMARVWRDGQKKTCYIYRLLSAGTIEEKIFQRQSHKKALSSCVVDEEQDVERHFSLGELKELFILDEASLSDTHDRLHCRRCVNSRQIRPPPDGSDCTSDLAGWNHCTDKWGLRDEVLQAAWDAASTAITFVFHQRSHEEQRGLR
esBAF inh = Bmi1 luciferase reporter increase in mESCs, primary screen, esBAF inhibitor project, mouse ES cells, Bmi1 luciferase knock-in, single point. 350,000 compounds, 2% hits. reporter increase, % at 12.5 µM. AID 602393, 2012. 24 h; 100% = twice the neutral-well signal; in the data active = activation above about 40%; inconclusive = no clear call, values can overlap the other calls;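 also: 0% = median of the plate's neutral control wells and 100% = double that signal; a rise in the Bmi1 reporter signal indicates esBAF inhibition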
Starred values were filed as active, the others as inactive; ? = inconclusive; nt = not tested or not shown.

No.	Compound	F508del corr	RAD52 inh	ERAP1 inh	INS-1E GSIS act
1	COc1ccc(S(=O)(=O)Nc2ccccc2OC)cc1N=Nc1c(O)[nH]c(=S)[nH]c1=O	2.1	-3	0	99*
2	C=CCn1c(N)cc(=O)nc1SC(CC)C(=O)Nc1ccc(C(C)=O)cc1 (stereo not given)	3.9	-13	1	6
3	COc1ccc(S(=O)(=O)N(C)C[C@@H]2Oc3ccc(NC(=O)c4ccncc4)cc3CC(=O)N([C@H](C)CO)C[C@H]2C)cc1	1.5	-2	0	10
4	C[C@H]1CCCCO[C@H](CN(C)C(=O)c2ccccc2)[C@@H](C)CN([C@@H](C)CO)C(=O)c2cc(NC(=O)CCC(F)(F)F)ccc2O1	0.2	20	0	-15
5	C[C@@H]1CCCCO[C@@H](CN(C)Cc2ccccc2)[C@H](C)CN([C@@H](C)CO)C(=O)c2cc(NC(=O)Nc3ccccc3)ccc2O1	-1.4	0	1	-13
6	O=C(c1ccc2c(=O)n(-c3ccccc3)c(=S)[nH]c2c1)N1CCN(c2ccccc2)CC1	-3.0	-9	5	3
7	c1ccc2c(Nc3nnc(-c4ccncc4)s3)cccc2c1	nt	nt	nt	2
8	Cc1nc(-c2ccc(C#N)cc2)cs1	-0.2	-8	3	nt
9	CCN1CCN(c2ccc(NC(=O)CC3OC(=O)c4ccccc43)cc2C)CC1 (stereo not given)	6.2	38	-9	-9
10	COc1ccc(C(=O)NCc2cccc(Cl)c2)cc1S(=O)(=O)N1CCOCC1	-4.6	-14	0	nt
11	CC1=CC2=NC(=O)/C(=C\c3cc(C)n(-c4ccccc4)c3C)C(=N)N2O1	0.9	-52	3	-16
12	COC(=O)Cn1c(=NC(=O)c2cc(OC)c(OC)c(OC)c2)sc2cc(OC)ccc21	nt	-16	1	-11
13	CCOC(=O)C1CCN(C(=O)Cn2cnc3sc(C)c(S(=O)(=O)N4CCOCC4)c3c2=O)CC1	-0.7	0	-2	-3
14	CN1C(=O)c2cc(NC(=O)C3CCCCC3)ccc2OC[C@H]2O[C@@H](CC(=O)NCC3CCCCC3)CC[C@@H]21	2.5	6	2	-24
15	O=C(C[C@@H]1CC[C@H](NC(=O)CN2CCOCC2)[C@H](CO)O1)NC1CCC1	-5.2	-15	-1	4

No.	Xi reactivation	ARNT-TACC3 inh	RAD54 inh	esBAF inh
1	0.0	-14	-4	nt
2	0.1	17	3	6
3	-0.4	-2	1	-2
4	0.1	-10	-1	7
5	0.1	10	-2	1
6	0.0	2	-1	-2
7	nt	-1	-5	55*
8	0.0	nt	nt	nt
9	0.1	nt	4	24
10	0.6	-2	-8	2
11	0.0	5	11	14
12	-0.1	-13	6	nt
13	0.0	-3	-15	1
14	0.0	nt	nt	nt
15	0.3	0	2	0

Given with bars between the fields: entries from further up.
no. | SMILES | F508del corr | RAD52 inh | ERAP1 inh | INS-1E GSIS act | Xi reactivation | ARNT-TACC3 inh | RAD54 inh | esBAF inh
2 | C=CCn1c(N)cc(=O)nc1SC(CC)C(=O)Nc1ccc(C(C)=O)cc1 (stereo not given) | 3.9 | -13 | 1 | 6 | 0.1 | 17 | 3 | 6
3 | COc1ccc(S(=O)(=O)N(C)C[C@@H]2Oc3ccc(NC(=O)c4ccncc4)cc3CC(=O)N([C@H](C)CO)C[C@H]2C)cc1 | 1.5 | -2 | 0 | 10 | -0.4 | -2 | 1 | -2

Results in sequence from the entries so far.
Compounds 1–8 in F508del corr: 2.1, 3.9, 1.5, 0.2, -1.4, -3.0, nt, -0.2
Compounds 1–8 in ERAP1 inh: 0, 1, 0, 0, 1, 5, nt, 3
Compounds 1–8 in Xi reactivation: 0.0, 0.1, -0.4, 0.1, 0.1, 0.0, nt, 0.0

Continued:
No.	Compound	F508del corr	RAD52 inh	ERAP1 inh	INS-1E GSIS act
16	CCCCCCCCN1C(=O)[C@H](CC(=O)NCCCC)C[C@@]2(C(=O)OCC)CCCC=C12	-1.7	0	2	nt
17	COc1ccc(CNC(=O)CN2CCN(S(=O)(=O)c3c(C)c(C)cc(C)c3C)CC2)cc1OC	-0.8	-14	-4	-35
18	O=C(Cc1n[nH]c(=O)c2ccccc12)OCc1c(Cl)cccc1Cl	-3.4	-15	3	19
19	CN1C(=O)c2ccc(NC(=O)c3c(C(=O)O)cccc3[N+](=O)[O-])cc2C1=O	1.1	2	0	nt
20	OC(c1ccccc1)(c1ccccc1)C1CCN(CCCOc2cccc(F)c2)CC1	-0.8	-11	-6	-5
21	CCOC(=O)N1CCC(NC(=O)Cn2ncc3c2-c2cc(C)ccc2OC3)CC1	7.7	-22	-2	nt
22	O=C1NCCC12C(=O)Nc1ccccc12 (stereo not given)	1.6	-5	5	4
23	CCCCCCCC/C=C\CCCCCCCC(=O)NCCc1ccc(O)c(O)c1	5.6	-11	0	nt
24	COc1ccc(Nc2nc(Nc3ccc(OC)cc3)nc(SC3=NCCS3)n2)cc1	nt	-4	-1	11
25	C[C@@H]1CN([C@H](C)CO)C(=O)c2cc(NC(=O)Nc3cccc4ccccc34)ccc2O[C@@H]1CN(C)Cc1ccc2c(c1)OCO2	-2.8	23	-1	-22
26	COc1ccc(NC(=O)N(C)C[C@H]2Oc3ccc(NC(=O)Nc4ccc5c(c4)OCO5)cc3CC(=O)N([C@@H](C)CO)C[C@H]2C)cc1	0.5	nt	nt	-18
27	Cc1noc(C)c1S(=O)(=O)Nc1ccc2c(c1)CC(=O)N([C@H](C)CO)C[C@H](C)[C@@H](CN(C)C(=O)Nc1cccc3ccccc13)O2	-4.0	-5	-5	-1
28	CC(=O)N1c2ccccc2N2C(c3c(C)c(C)cc(C)c3C)=NON12	-1.9	1	2	-3
29	O=C(O)Cn1ncc2c1-c1ccoc1CC2	-3.1	-20	2	4
30	COc1cc(NC(=O)Cn2cnc3c(SC)nc(N)nc32)cc(OC)c1OC	0.0	3	4	10

No.	Xi reactivation	ARNT-TACC3 inh	RAD54 inh	esBAF inh
16	-0.1	nt	nt	nt
17	0.0	nt	6	5
18	0.0	-7	5	3
19	0.0	-3	1	-8
20	-0.1	nt	nt	nt
21	0.0	-2	-7	-4
22	nt	4	-1	-4
23	0.9	5	-12	-47
24	nt	nt	-12	6
25	-0.7	3	12	0
26	0.0	2	-2	21
27	-1.0	nt	nt	nt
28	-0.1	-4	nt	nt
29	-0.1	-23	-3	3
30	0.5	9	-8	-4

(listing goes on)
No.	Compound	F508del corr	RAD52 inh	ERAP1 inh	INS-1E GSIS act
31	O=C(C[C@H]1C=C[C@H](NC(=O)Nc2ccc3c(c2)OCO3)[C@H](CO)O1)NCc1ccc(Cl)cc1	-1.0	-9	5	-4
32	CCCS(=O)(=O)NC(=O)C1(C)CCCN(C(=O)c2ccc(C(F)(F)F)cc2)C1 (stereo not given)	2.3	-11	-1	-4
33	CN(C)S(=O)(=O)c1ccc(C(=O)Nc2ccc3nc(N4CCOCC4)sc3c2)cc1	3.0	-2	0	nt
34	COc1ccc(Br)cc1C(=O)NC(=S)Nc1ccc2[nH]c(=O)[nH]c2c1	0.1	-14	1	5
35	C/C(=N/Nc1ncc(C(F)(F)F)cc1Cl)c1ccncc1	-1.7	-4	8	16
36	C=CCN(c1ccccc1)S(=O)(=O)c1cccc(C(=O)Nc2cccc(C)n2)c1	-5.5	-11	3	11
37	C[C@H]1CN([C@@H](C)CO)C(=O)Cc2cc(NS(=O)(=O)c3cccs3)ccc2O[C@H]1CN(C)Cc1ccc(C(=O)Nc2ccccc2N)cc1	2.7	-20	1	0
38	O=S(=O)(c1ccc(NC(=S)NN=C(Cc2ccccc2)Cc2ccccc2)cc1)N1CCOCC1	-0.8	-65	0	-12
39	N=C(N)c1ccc(N)cc1	-0.4	100*	4	nt
40	Cc1c(NC(=O)COC(=O)c2ccc(O)cc2)c(=O)n(-c2ccccc2)n1C	4.3	-9	0	5
41	CCC(=O)NNc1ncnc2c1cnn2C	-0.3	-6	1	14
42	O=[N+]([O-])c1ccc(N=Nc2ccc(O)cc2O)cc1	nt	nt	nt	-53
43	COCC#Cc1ccc2c(c1)O[C@H](CN(C)C(=O)NC(C)C)[C@H](C)CN([C@H](C)CO)S2(=O)=O	4.0	16	-1	24
44	CC(=O)N/N=C/c1ccccc1OCCOc1cccc(C)c1	-0.5	0	nt	-2
45	Cc1noc(C)c1NC(=O)Nc1ccc2c(c1)C(=O)N([C@@H](C)CO)C[C@H](C)[C@@H](CN(C)S(=O)(=O)c1cn(C)cn1)OCCCC[C@@H](C)O2	0.3	5	2	-3

No.	Xi reactivation	ARNT-TACC3 inh	RAD54 inh	esBAF inh
31	-0.3	25	-4	10
32	0.0	nt	-4	1
33	-0.1	nt	0	13
34	0.2	-1	2	-7
35	0.1	nt	4	nt
36	0.1	-4	nt	nt
37	0.0	nt	nt	nt
38	0.1	2	nt	8
39	0.1	4	47	3
40	0.0	-16	-1	-12
41	0.2	9	nt	nt
42	nt	-9	-8	-6
43	0.0	5	-4	-2
44	0.3	1	3	?
45	-0.6	-4	-1	5

Further compounds:
No.	Compound	F508del corr	RAD52 inh	ERAP1 inh	INS-1E GSIS act
46	O=C(NCC(c1ccco1)N1CCCC1)c1ccc(S(=O)(=O)Nc2ccccc2Cl)cc1 (stereo not given)	-8.3	-28	4	33
47	O=C(O)COc1ccc(F)cc1Br	-0.8	-4	nt	0
48	COc1ccc(CNC(=O)Cn2cnc3c(NCc4ccccc4)ncnc32)cc1	-1.4	-4	-6	9
49	CCC(C)[C@H](NC(=O)NCc1cccs1)C(=O)OC (stereo not given in full)	-0.8	-15	0	9
50	CCOC(=O)C1CCN(C(=O)COc2ccc(Br)cc2C)CC1	0.6	-7	-6	12
51	C[C@@H]1CCCCO[C@@H](CN(C)C(=O)CCCN(C)C)[C@@H](C)CN([C@H](C)CO)C(=O)c2cc(NC(=O)Nc3ccc(C(F)(F)F)cc3)ccc2O1	-5.7	nt	nt	12
52	Cc1ccc(N2CC(C(=O)NC(C)CCc3ccccc3)CC2=O)cc1 (stereo not given)	-0.8	-1	0	-3
53	COc1cc(/C(C)=N\NC(=O)CSc2nc3ccccc3n2C)ccc1O	4.4	-1	4	42*
54	Cc1cc(C)cc(C(=O)NC2CC(C)(C)NC(C)(C)C2)c1	-1.5	-1	3	10
55	NC(=O)Cn1c(=O)n(CCC(=O)NCCSCc2ccccc2)c(=O)c2ccccc21	0.0	-4	-3	8
56	O=C(O)C1CCCCN1C(=O)c1ccc(S(=O)(=O)N2CCCCCC2)cc1 (stereo not given)	3.3	-10	-1	-6

No.	Xi reactivation	ARNT-TACC3 inh	RAD54 inh	esBAF inh
46	0.1	5	-17	0
47	0.7	-3	nt	-4
48	0.0	-1	7	-8
49	nt	-1	-9	-11
50	0.9	1	-4	-16
51	-0.7	-2	7	-1
52	-0.1	nt	4	-2
53	-0.3	-4	9	5
54	0.0	-2	10	-4
55	0.1	-1	nt	-8
56	0.0	-4	1	-11
